# Source: PubChem (National Center for Advancing Translational Sciences (NCATS))
# D2 potentiator – D2 dopamine receptor (human) potentiation; HEK293 T-REx D2, calcium flux, EC20 dopamine potentiation; hit rate 0.34% among 340,000; potentiation, % at 10 µM; AID 485347; P14416;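 active = potentiation over 3 SD above the plate norm, cut at about 30% in these data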; note: 0% is about no effect
# Target sequence (P14416 whole entry, looked up): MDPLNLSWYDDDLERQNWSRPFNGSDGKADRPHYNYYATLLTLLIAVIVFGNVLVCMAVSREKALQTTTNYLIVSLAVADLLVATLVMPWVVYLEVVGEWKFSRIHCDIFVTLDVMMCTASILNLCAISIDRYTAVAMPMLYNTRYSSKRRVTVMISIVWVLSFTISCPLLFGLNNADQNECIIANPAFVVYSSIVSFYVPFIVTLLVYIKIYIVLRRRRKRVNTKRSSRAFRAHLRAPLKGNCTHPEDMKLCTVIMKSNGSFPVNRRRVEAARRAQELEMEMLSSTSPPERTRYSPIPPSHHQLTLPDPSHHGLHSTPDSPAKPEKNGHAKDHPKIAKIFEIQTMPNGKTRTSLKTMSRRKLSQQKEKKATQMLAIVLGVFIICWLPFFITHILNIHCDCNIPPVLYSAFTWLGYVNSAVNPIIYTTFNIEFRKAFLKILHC
#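 Tetracycline-induced HEK293 T-REx cells force-coupled to calcium signalling expressed D2; compounds were pin-added after a 10 s baseline, read kinetically 180 s, then an EC20 dopamine challenge followed with a further 180 s calcium read.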
# D1 antagonist – human D1 dopamine receptor antagonism; activity change, negative = inhibition, % at 10 µM; HEK293 TREx D1 cells, calcium flux, dopamine EC80; stronger effect = lower value; AID 504652; hit rate 3.2% among 360,000; in the data active = activity change below about -30%; note: % is set by controls: 0 for no effect and ±100 for the full control effect
# Target sequence (P21728 whole entry, looked up): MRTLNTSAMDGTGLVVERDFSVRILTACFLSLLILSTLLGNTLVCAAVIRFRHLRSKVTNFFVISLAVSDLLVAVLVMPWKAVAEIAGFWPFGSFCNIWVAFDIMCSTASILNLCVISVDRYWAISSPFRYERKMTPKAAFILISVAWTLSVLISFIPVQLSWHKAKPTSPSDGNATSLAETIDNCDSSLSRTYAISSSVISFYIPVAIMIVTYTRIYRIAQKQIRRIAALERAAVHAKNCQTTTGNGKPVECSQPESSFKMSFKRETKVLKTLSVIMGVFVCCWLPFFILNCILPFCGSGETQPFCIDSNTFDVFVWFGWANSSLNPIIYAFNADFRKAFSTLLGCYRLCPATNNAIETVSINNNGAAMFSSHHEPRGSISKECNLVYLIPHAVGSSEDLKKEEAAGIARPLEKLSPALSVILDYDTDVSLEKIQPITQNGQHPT
#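 After overnight tetracycline induction at 30 C, force-coupled D1 HEK293 cells took up a no-wash calcium dye at room temperature. Compounds were added and monitored 180 s, and the response to EC80 dopamine was then recorded.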
# D1 potentiator – potentiators of human D1 dopamine receptor | P21728 | HEK293 TREx D1 cells, calcium flux, dopamine EC20 potentiation | potentiation, % at 10 µM | hit rate 0.036% among 360,000; in the data active = potentiation above about 30%; note: 0% is about no effect
# TRHR PAM – TRH receptor (human) allosteric enhancement; TRHR cells, fluo-8 calcium fluorescence, EC20 TRH enhancement; hit rate 0.66% among 360,000; P34981; enhancement, % at 2 µM; in the data active = enhancement above about 30%; note: 0% is about no effect
#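 TRHR-expressing cells loaded with fluo-8 calcium dye were read kinetically (ex 480/em 530) during compound addition, then stimulated with an EC20 of TRH (10 nM final). Enhancement of the Gq-mediated intracellular calcium response was scored.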
# RXFP1 ag – agonists of human relaxin receptor RXFP1 | Q9HBX9 | HEK293T-RXFP1 cAMP TR-FRET, 30 min; response scale: percent of porcine relaxin response, buffer zero | Potency, µM (titrated, usually from 57.5 µM), inactives show at the highest dose activation, usual class: activators | hit rate 0.3% among 370,000 | AID 2676; note: potency is the fitted concentration of half-maximal effect; % is set by controls: 0 for no effect and ±100 for the full control effect; nearly all actives have a fitted effect of over 60% in size; many of its hits are not listed in these tables
#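 cAMP rise read by TR-FRET after 30 min, 37C compound exposure (up to 58 uM) in RXFP1-transfected HEK293 cells with Ro 20174 present. EC50 from Hill-equation fits, with 29 nM porcine relaxin as 100% and buffer as basal.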
# D1 ag – human D1 receptor agonism; AID 504660; hit rate 1% among 360,000; P21728; activation, % at 2 µM; HEK293 T-REx D1 cells, calcium flux, agonist mode; in the data active = activation above about 30%; note: 0% is about no effect
#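 Inducible HEK293 T-REx D1 cells, force-coupled to calcium signalling, were plated at 4000 cells/well with tetracycline and held overnight at 30 C. After no-wash calcium dye loading, compound-evoked calcium rise over 180 s flagged agonists.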
# Apoferritin bind – candidate novel general anesthetic via apoferritin binding; P02791; AID 485281; Potency, µM (titrated, usually from 77.5 µM), without a hit: at the highest dose activity change, negative = displacement, usual class: inhibitors; hit rate 0.074% among 350,000; apoferritin/1-aminoanthracene competitive binding, fluorescence; note: potency is the fitted concentration of half-maximal effect; % is set by controls: 0 for no effect and ±100 for the full control effect; nearly all actives have a fitted effect of over 20% in size
# Target sequence (P02791 2-175 limits assumed): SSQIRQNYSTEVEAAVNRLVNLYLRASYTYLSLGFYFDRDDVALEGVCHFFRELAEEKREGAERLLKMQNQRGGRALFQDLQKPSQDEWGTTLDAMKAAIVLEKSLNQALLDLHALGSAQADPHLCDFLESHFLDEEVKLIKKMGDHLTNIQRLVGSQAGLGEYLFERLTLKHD
#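 Horse-spleen apoferritin (10 uM) was mixed with 50% saturated 1-aminoanthracene in PBS, exposed to compounds for 10 min at room temperature, and read for fluorescence (ex 380 nm, em 535 nm). Competitive displacement was fitted with a four-parameter Hill equation.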
# TRHR ag – TRH receptor (human) agonism | hit rate 0.18% among 360,000 | activation, % at 2 µM | TRHR cells, calcium flux fluo-8, FDSS agonist mode | P34981; in the data active = activation above about 30%; note: 0% is about no effect
#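 TRHR-expressing cells loaded with fluo-8 calcium dye; 23 nL library compound pin-transferred, kinetic FDSS fluorescence (Ex 480/Em 530) recorded about 180 s for agonist-induced calcium release, before a 10 nM TRH EC20 addition for potentiator mode.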
# RXFP1 antagonist – blocks the human relaxin receptor RXFP1. activity change, negative = inhibition, % at 57.5 µM. HEK293-RXFP1, relaxin-stimulated cAMP HTRF, 30 min; stronger effect = lower value. hit rate 0.59% among 350,000;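 active = activity change of -60% or lower, but not beyond a set lower limit; inconclusive = change between -60% and -40%, or beyond the set limit; inactive = change above -40%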; note: % is set by controls: 0 for no effect and ±100 for the full control effect
# Numbers without * were called inactive; ? = inconclusive; · = no result given; & = joins results of further samples; [ ] = dose if it differs, or a comment. Unless noted, calls come from the whole dose curve; as a rule, active = well fitted curve in the direction sought with a large enough effect; inconclusive = small, poorly fitted or top-dose-only effect, or another doubt; inactive = no such curve, though single readings can be large; an effect the other way counts as inactive or inconclusive.
SMILES,D2 potentiator,D1 antagonist,D1 potentiator,TRHR PAM,RXFP1 ag,D1 ag,Apoferritin bind,TRHR ag,RXFP1 antagonist
COc1ccc2nc(NC(=O)CCNS(=O)(=O)c3ccc4c(c3)oc(=O)n4C)sc2c1,11,-9,-4,8,-2.8%,2,-7%,-0.3,1
COc1ccc(Cn2c(NCC(C)C)nc3c2c(=O)n(C)c(=O)n3C)cc1,3,-41*,0,7,7.4%,2,-6%,-1.3,·
O=C(O)c1n[nH]c2c1CCCC2,14,-20,-2,1,2.5%,3,14%,0.0,-2
COc1ccc(C(=O)Nc2nc(-c3nnn(-c4cc(OC)ccc4OC)c3C)ns2)cc1,-3,5,6,-3,0.6%,8,1%,2.9,·
CC(=O)Nc1nonc1-c1nnc(SCC(=O)Nc2cccc(C)c2C)n1-c1ccccc1,-1,7,3,8,6.5%,0,-20%,-0.8,-3
CCOC(=O)c1c(/N=C/N(C)C)sc(/C=N/Nc2ccccc2)c1-c1ccc(Cl)cc1,5,2,2,5,1.2%,5,-18%,0.1,1
O=C(Nc1ccc2oc(-c3ccncc3)nc2c1)c1ccccc1F,9,2,-2,-2,?,3,52%[activator],0.3,-4
O=C(Nc1cccc(-c2cscn2)c1)C1CCN(Cc2ccc(CO)o2)CC1,-19,-18,-1,7,-0.1%,2,-5%,0.0,-8
CC(C)C(=O)NN(C(=O)c1ccccc1)c1ccccc1,6,-8,-3,3,0.3%,0,-2%,-0.1,-4
COc1cc2cc(C(=O)N/N=C/c3ccccc3Cl)[nH]c2cc1OC,-19,-12,-7,5,1.6%,0,-12%,-0.1,7
COc1ccc(CC(=O)OCc2nnc(-c3ccccc3)o2)cc1,-8,-3,-4,-2,0.0%,2,-19%,-0.4,6
CCOC(=O)c1cnc2c(ccc3ccccc32)c1Cl,-6,-53*,-2,-8,0.6%,3,-12%,0.2,15
CCOC(=O)c1c(C)oc(/N=C/c2ccccc2O)c1C#N,0,7,-3,-9,1.3%,0,-6%,-0.6,14
CC(C)CCN(C(=O)CCCSc1nc2ccccc2[nH]1)c1c(N)n(Cc2ccccc2)c(=O)[nH]c1=O,-3,7,-2,-10,0.7%,4,·,0.3,·
Cc1cc(N=Nc2ccccc2C(=O)O)c(C)c(C)c1O,-3,9,-2,0,3.4%,5,-3%,-0.1,-8
O=S1(=O)N=C(Nc2ccc(O)c(CN3CCCCC3)c2)c2ccccc21,-10,12,-4,-1,-2.2%,2,-14%,1.2,-11
N#C/C(=C\c1c(F)cccc1Cl)S(=O)(=O)c1ccccn1,3,4,1,3,0.0%,1,0%,1.4,4
CCN(CC)CCCNC(=O)c1ccc(-c2nc(CN3CCc4ccccc43)c(C)o2)cc1,2,-7,-1,-5,-0.1%,7,-6%,0.5,·
COc1ccc(-c2csc(N(CCc3ccc(OC)c(OC)c3)C(=O)COc3ccccc3)n2)cc1,-3,-4,-5,21,0.9%,8,1%,1.0,-1
CCC(=O)N1CCc2cc(CNS(=O)(=O)c3c(C)cc(C)cc3C)ccc21,15,-3,-1,9,2.5%,1,-12%,-0.4,3
Cc1ccc(Nc2cc(=O)[nH]c(=O)[nH]2)c(C)c1,15,8,-5,4,-0.6%,2,-11%,-0.6,·
O=C(NCc1ccc(Cl)cc1)C(=O)c1c[nH]c2ccccc12,-1,·,-3,-1,3.1%,1,-17%,0.0,-10
CCOc1ccccc1N(CC(=O)NC1CCCC1)C(=O)CNC(=O)c1cccs1,-6,-21,-6,5,1.0%,4,-11%,-0.2,-1
O=S(=O)(/C=C/c1ccccc1)N1CCN(c2nc(-c3cccnc3)nc3ccccc23)CC1,1,7,-2,13,-0.6%,4,-19%,0.7,8
CC(=O)NCCc1cc2ccc(C)cc2[nH]c1=O,19,1,-2,-6,1.0%,7,-12%,0.6,·

# 17 successive compounds out of the list so far, quoted:
SMILES,D2 potentiator,D1 antagonist,D1 potentiator,TRHR PAM,RXFP1 ag,D1 ag,Apoferritin bind,TRHR ag,RXFP1 antagonist
COc1ccc2nc(NC(=O)CCNS(=O)(=O)c3ccc4c(c3)oc(=O)n4C)sc2c1,11,-9,-4,8,-2.8%,2,-7%,-0.3,1
COc1ccc(Cn2c(NCC(C)C)nc3c2c(=O)n(C)c(=O)n3C)cc1,3,-41*,0,7,7.4%,2,-6%,-1.3,·
O=C(O)c1n[nH]c2c1CCCC2,14,-20,-2,1,2.5%,3,14%,0.0,-2
COc1ccc(C(=O)Nc2nc(-c3nnn(-c4cc(OC)ccc4OC)c3C)ns2)cc1,-3,5,6,-3,0.6%,8,1%,2.9,·
CC(=O)Nc1nonc1-c1nnc(SCC(=O)Nc2cccc(C)c2C)n1-c1ccccc1,-1,7,3,8,6.5%,0,-20%,-0.8,-3
CCOC(=O)c1c(/N=C/N(C)C)sc(/C=N/Nc2ccccc2)c1-c1ccc(Cl)cc1,5,2,2,5,1.2%,5,-18%,0.1,1
O=C(Nc1ccc2oc(-c3ccncc3)nc2c1)c1ccccc1F,9,2,-2,-2,?,3,52%[activator],0.3,-4
O=C(Nc1cccc(-c2cscn2)c1)C1CCN(Cc2ccc(CO)o2)CC1,-19,-18,-1,7,-0.1%,2,-5%,0.0,-8
CC(C)C(=O)NN(C(=O)c1ccccc1)c1ccccc1,6,-8,-3,3,0.3%,0,-2%,-0.1,-4
COc1cc2cc(C(=O)N/N=C/c3ccccc3Cl)[nH]c2cc1OC,-19,-12,-7,5,1.6%,0,-12%,-0.1,7
COc1ccc(CC(=O)OCc2nnc(-c3ccccc3)o2)cc1,-8,-3,-4,-2,0.0%,2,-19%,-0.4,6
CCOC(=O)c1cnc2c(ccc3ccccc32)c1Cl,-6,-53*,-2,-8,0.6%,3,-12%,0.2,15
CCOC(=O)c1c(C)oc(/N=C/c2ccccc2O)c1C#N,0,7,-3,-9,1.3%,0,-6%,-0.6,14
CC(C)CCN(C(=O)CCCSc1nc2ccccc2[nH]1)c1c(N)n(Cc2ccccc2)c(=O)[nH]c1=O,-3,7,-2,-10,0.7%,4,·,0.3,·
Cc1cc(N=Nc2ccccc2C(=O)O)c(C)c(C)c1O,-3,9,-2,0,3.4%,5,-3%,-0.1,-8
O=S1(=O)N=C(Nc2ccc(O)c(CN3CCCCC3)c2)c2ccccc21,-10,12,-4,-1,-2.2%,2,-14%,1.2,-11
N#C/C(=C\c1c(F)cccc1Cl)S(=O)(=O)c1ccccn1,3,4,1,3,0.0%,1,0%,1.4,4

# Next part
SMILES,D2 potentiator,D1 antagonist,D1 potentiator,TRHR PAM,RXFP1 ag,D1 ag,Apoferritin bind,TRHR ag,RXFP1 antagonist
O/N=C/c1cc(Cl)ccc1OCc1cccc2ccccc12,12,8,-2,12,-3.0%,10,?,0.5,·
O=C(CC1SCCNC1=O)Nc1ccc(F)c(Cl)c1 (centres undefined),1,-16,-4,-4,3.6%,1,?,-1.6,-7
Cc1ccc(S(=O)(=O)N(CC(=O)Nc2ccccc2C(=O)O)c2ccc(Cl)cc2)cc1,-2,-24,-8,-3,4.1%,2,-10%,-0.2,-76*
CCN(Cc1ccccc1)C(=O)COC(=O)CNS(=O)(=O)c1ccc(C)cc1,3,-7,-1,-3,2.0%,-1,-15%,-1.9,-9
COc1ccc(OC)c(NC(=O)CCn2c(=S)[nH]c3ccccc3c2=O)c1,13,-17,-2,1,26%,1,-6%,0.0,-18
Cc1cc(C)cc(-n2c(SCC(=O)NCc3ccco3)nc3c([nH]c4ccccc43)c2=O)c1,5,-14,-6,-6,6.3%,0,-12%,-0.7,·
O=C(COC(=O)c1cccc(C(F)(F)F)c1)NCc1ccc(Cl)cc1,1,9,-2,3,2.2%,1,-6%,-0.9,-1
COc1ccc(C(=O)COC(=O)C2CC3CCCC(C2)C3=O)cc1Br (centres undefined),13,-20,-6,3,19%,7,·,-0.2,-1
Cc1ccc2c(ccc(=S)n2C)c1,-12,14,6,4,?,-3,-13%,-0.6,1
CCOc1ccc(C(=O)Nc2ccc(C(F)(F)F)n(C)c2=O)cc1,-7,6,-2,1,3.9%,2,-3%,0.0,5
Cc1ccc(NC(=O)C(C)N2C(=O)c3ccccc3C2=O)nc1 (centres undefined),3,-2,-16,-7,0.3%,3,-11%,-0.4,-7
CCOC(=O)Cn1c(=O)n(CC2CCCO2)c2nc(-c3ccccc3OC)nc(C(N)=O)c21 (centres undefined),-3,-4,2,3,-3.9%,2,-5%,0.1,-10
Cc1ccc(S(=O)(=O)N(C)C)cc1NC(=S)NC(=O)C12CC3CC(CC(C3)C1)C2,4,8,-8,1,6.3%,2,-9%,-0.7,-9
Nc1no[n+]([O-])c1-c1ccccc1,-19,-4,-3,2,0.2%,3,-2%,-1.1,-7
CC(C)CNC(=O)COC(=O)c1ccccc1OCC(=O)Nc1ccc(Br)cc1,0,3,-1,2,0.0%,2,0%,0.3,10
O=C(CSc1nnc(-c2ccco2)o1)NC1CCCCC1,-9,10,-8,11,-1.8%,0,-9%,0.0,-4
O=c1oc2cc(Br)ccc2n1CSC1=NCCS1,-1,-3,-6,1,2.3%,13,?,-1.7,-12
O=P(O)(CCc1ccccn1)CN1CCOCC1,2,-6,-2,3,0.5%,2,-6%,0.4,-1
COc1ccc(CCNC(=O)CN2C(=O)COc3ccc(S(=O)(=O)N4CCCC4)cc32)cc1OC,4,-2&7,4&6,5&16,2.2%&2.3%,0&0,-4%&5%,0.2&-0.6,14
N#CCCN1CCN(S(=O)(=O)c2cc(Cl)ccc2Cl)CC1,37*,-10,4,3,-0.4%,0,-7%,-0.1,-16
Cc1ccc(NC(=O)C2CCCN(C3=NS(=O)(=O)c4ccccc43)C2)c(O)c1 (centres undefined),-12,-3,0,1,-0.7%,4,·,1.2,4
Cc1nnc(NC(=O)CSc2nccn2-c2ccc(F)cc2)s1,0,11,-2,2,1.3%,4,-6%,-0.1,4
O=C(CSc1nnc(Cc2ccccc2)o1)N1CCCc2ccccc21,0,4,-5,-1,-1.7%,0,6%,-0.8,-7
CCC(C)NC(=S)Nc1ccc(F)cc1 (centres undefined),8,4,0,0,5.1%,1,-1%,0.1,2

# A portion of the library. The share of hits here may be higher or lower than overall.
